Compound activity deposited in PubChem BioAssay by Broad Institute.
SIRT5 inh = inhibitors of human sirtuin-5 desuccinylase; inhibition, % at 15 µM; 1.1% of 330,000 active; Q9NXA8; Purified SirT5, succinyl-peptide AMC, trypsin-coupled fluorescence; in the data active means inhibition above about 15%; inconclusive means no clear call, values can overlap the other calls
Target sequence (Q9NXA8 whole entry, looked up): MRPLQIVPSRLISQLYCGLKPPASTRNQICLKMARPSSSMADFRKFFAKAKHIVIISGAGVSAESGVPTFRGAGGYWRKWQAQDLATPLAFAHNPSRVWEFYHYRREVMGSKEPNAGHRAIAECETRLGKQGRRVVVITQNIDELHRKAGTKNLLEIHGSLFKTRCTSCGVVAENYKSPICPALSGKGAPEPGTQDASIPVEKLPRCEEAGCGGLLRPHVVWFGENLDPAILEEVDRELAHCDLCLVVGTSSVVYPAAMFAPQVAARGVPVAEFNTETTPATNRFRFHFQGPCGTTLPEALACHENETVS
PGC1a acetyl inh = modulators of PGC1a acetylation; U2OS PGC1a acetylation, AlphaScreen anti-acetyl-lysine; with virally co-expressed GCN5 acetyltransferase; inhibition, % at 15.6 µM; 0.17% of 350,000 active; AID 651687;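 active means every replicate shows inhibition of at least 40%; inconclusive means mean inhibition at least 40% but some replicate below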;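 further: 0% = neutral control wells and 100% = positive control wells; some results beyond the cut were filed as inactive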
XiGFP reactiv = X-chromosome reactivation activator | XiGFP mouse fibroblasts, % GFP-positive cells imaging, 3 d; cells co-treated with 5-aza-dC sensitizer; scaled so ellipticine positive control = 100% | activation, % at 7.58 µM | 0.055% of 360,000 active | AID 743238;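 active means mean normalized replicate activation at least 10% and every replicate at or above 10%; inconclusive means only one of the two criteria met; inactive means mean below 10% and not all replicates reach 10%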;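 further: 0% = median of on-plate neutral control wells and 100% = ellipticine 6 µM median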
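System: 68-5-11 XiGFP fibroblast line | Buffer or medium: DMEM containing 5-aza-dC | Compound: Single point | Times: Compounds 3 days, fix/stain 15 min at room temperature | Benchmarks: Positive control ellipticine, 6 µM final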
ERAP1 inh = ERAP1 (human) enzyme inhibition | recombinant ERAP1, Leu-AMC fluorescence, 60 min | inhibition, % at 10.7 µM | 0.15% of 340,000 active | AID 652197;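 active means mean replicate inhibition of at least 30%, or all replicates individually reaching that 30% level; inactive means mean below 30% and not every replicate reaching it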;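 further: 0% = neutral control wells and 100% = L-leucinethiol positive control wells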
S100A4 inh HTS = blocks human S100A4 binding to myosin IIA peptide; 0.14% of 360,000 active; inhibition, % at 10.7 µM; P26447; S100A4/TAMRA-MyoIIA peptide fluorescence polarization; AID 652163;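 active means mean inhibition of at least 70% across replicates, with every replicate also reaching that level; inconclusive means mean inhibition reaches 70% but some replicates fall short; inactive means mean inhibition below 70%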
Target sequence (P26447 whole entry, looked up): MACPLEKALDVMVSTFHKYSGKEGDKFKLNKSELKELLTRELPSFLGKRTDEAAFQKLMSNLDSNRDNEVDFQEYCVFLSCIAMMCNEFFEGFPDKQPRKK
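Compound dosing: one dose per compound; test system: human S100A4 monomer with TAMRA-labelled myosin IIA peptide; probe or stimulus: TAMRA-labelled myosin IIA heavy-chain peptide probe, 5 nM; medium: HEPES buffer with Ca2+, pH 7.2; schedule: 5 min incubation before reading; benchmarks: neutral control DMSO, positive control TFP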
LGR2 antag = Drosophila LGR2 receptor signaling inhibition. HEK293 LGR2, CRE-luciferase, bursicon-stimulated, 4 h. inhibition, % at 9.99 µM. 0.35% of 380,000 active. AID 720647;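 active means drop in luminescence signal, shown as inhibition above about 50% in the replicate tests, limit read from the data, passing the limit was not always enough; inconclusive means probably only some replicates passing the limit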;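 further: agonist challenge used bursicon conditioned medium at about half maximal strength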
Cneo AK release = causes C. neoformans cell lysis | adenylate kinase release luminescence, 4 h; normalised: neutral wells 0, clomiphene wells 100 | lysis activity, % at 15 µM | 0.2% of 360,000 active;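 active means mean lysis activity across replicates of at least 80%, whatever share of replicates individually reach that level; inactive means mean lysis activity below 80%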
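Signal: Adenylate kinase release luminescence | Assay system: Log-phase Cryptococcus neoformans yeast cells | Input: Cells at 5 × 10^6 per mL | Buffer or medium: Fresh YPD growth medium | Compound: Single dose | Schedule: Static 4 h at 37 °C with compound, 1 h detection | Controls: Clomiphene | Read-out: Luminescence rise reflecting yeast cell lysis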
C2C12 statin = suppressors of simvastatin-induced myotoxicity in C2C12 myotubes | ATP luminescence, 48 h; scaled: DMSO 0, geranylgeraniol control 100 | rescue of ATP level, % at 7.49 µM | 0.78% of 330,000 active | AID 602340;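 active means mean ATP rescue above about 67%, or every replicate alone reaching that limit, limit read from the data, passing the limit was not always enough; inconclusive means no clear call, values can overlap the other calls; inactive means mean under the limit and some replicate under it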;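 further: myotubes were challenged with 10 µM simvastatin during compound exposure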
* hit, by the source's call; ? = inconclusive; · = no result given; & = joins results of further samples. Not all compounds are listed, so the mix of outcomes need not match the whole.

Results follow in this order: SIRT5 inh	PGC1a acetyl inh	XiGFP reactiv	ERAP1 inh	S100A4 inh HTS	LGR2 antag	Cneo AK release	C2C12 statin
- O=C(Cc1ccc(Cl)cc1)NNC1CC(=O)N(c2ccc3ccccc3c2)C1=O (configuration not stated)
 : -2	5	-0.2	3	-5	-3	-3	·
- COCCOc1ccc(C(F)(F)F)cc1NC(=O)CN1C(=O)NC2(CCCc3ccccc32)C1=O (configuration not stated)
 : 4	?	0.0	0	-1	-8	·	2
- CCOC(=O)C1Cc2ccccc2C(=O)O1 (configuration not stated)
 : ·	-8	·	·	·	-8	1	1
- Cc1occc1C(=O)NNC(=O)Nc1ccc([N+](=O)[O-])cc1
 : 0	·	0.2	-3	1	29	·	·
- Cc1nnc(NC(=O)C2CCCC2)s1
 : -4	2	0.3	-1	-7	6	4	-1
- CC1=C(O)C(=O)C(C2=C(O)C(=O)C(C)=C(O)C2=O)=C(O)C1=O
 : 8	7	·	2	0	12	-4	7
- Cc1ccc(C)c(S(=O)(=O)Nc2ccc(C(=O)N3CC(C)OC(C)C3)cc2)c1 (configuration not stated)
 : 3	·	0.4	-4	-2	4	5	-7
- CCCc1ccc2oc(C(=O)N(C)Cc3nccs3)c(C)c2c1
 : 0	-15	0.0	3	-3	-50	-11	-6
- Cc1ccc(C(=O)NCCN2C3=NC[C@@H](Cc4ccccc4)N3C[C@H]2Cc2ccc(O)cc2)cc1Br
 : 0	-1	0.3	-13	0	7	0	-35
- Cc1ccc(C)c(NC(=O)Nc2ccc3c(c2)OCO3)c1
 : -1	·	0.0	-9	0	-22	-1	4
- CC(=O)C1C(c2ccc(F)cc2)c2c(noc2C)CC1(C)O (configuration not stated)
 : -4	3	-0.1	-2	-4	·	1	2
- O=C(Nc1ccccc1)N1CC(=O)N2[C@H](C1)[C@H](c1ccc(C#CC3CC3)cc1)[C@@H]2CO
 : 3	4	0.1	3	5	-14	·	·
- COc1ccc(NC(=O)Nc2ccc3c(c2)CC(=O)N([C@@H](C)CO)C[C@H](C)[C@H](CN(C)C(=O)Nc2c(C)noc2C)O3)cc1
 : ·	1	0.0	·	·	-1	-1	-9
- CCN(CC)S(=O)(=O)c1ccc(NC(=O)c2cccc3c2C(=O)N(CCOC)C3)cc1
 : ·	3	0.3	-1	7	2	-7	·
- CCCNC(=O)C[C@H]1CC[C@H]2[C@H](COc3ccc(NC(=O)c4cccs4)cc3C(=O)N2C)O1
 : -9	-1	0.3	0	6	0	1	8
- O=C(CC1C(=O)NCCN1Cc1ccccc1)NC1CCCCCC1 (configuration not stated)
 : -4	-2	0.2	1	-1	-22	0	1
- CC1=C(C(=O)OC2CCCCC2)C(c2ccc(F)cc2)NC(=O)N1 (configuration not stated)
 : -1	-29	-0.1	-1	2	15	0	14
- C[C@@H]1CN([C@@H](C)CO)C(=O)CCCn2cc(nn2)CO[C@H]1CN(C)C(=O)c1ccncc1
 : -3&-7&-4	9&-11	-0.1&0.0	2&0&1	-6&-1&-6	2&5	-2&-10	4&-10
- O=S(=O)(c1ccc(F)cc1)N1CCN(c2ccccn2)CC1
 : -3	-9	0.0	-2	0	1	·	·
- CNNC(=S)Nc1cccc(SC)c1
 : 0	-1	0.1	2	4	-16	-5	4
- COC(=O)C[C@@H]1CC[C@H]2[C@H](COc3ccc(NC(=O)c4ccccc4OC)cc3C(=O)N2C)O1
 : ·	-4	-0.1	·	·	-10	-1	-30
- CCOCCCNC(=O)CSCc1nc(-c2ccc(SC)cc2)oc1C
 : -2	8	0.0	-6	-1	-2	·	4
- CCc1nc(NCCC(C)C)c(C#N)c2c1CCCC2
 : ·	6	·	·	·	-1	-2	-6
- CCC(=O)Nc1nc(C)cc(SCC(=O)OC)n1
 : ·	-19	·	·	·	3	3	-8
- O=C(C1CC1)N1CC(=O)N2[C@@H](CO)[C@H](c3ccc(Br)cc3)[C@@H]2C1
 : 0	8	-0.1	1	-1	14	·	·
- CC(C)c1ccccc1N1CC(C(=O)O)CC1=O (configuration not stated)
 : -6	-5	·	2	9	-8	-1	-1
- CCCNC(=O)[C@@H]1[C@@H](CO)[C@@H]2Cn3c(ccc(-c4cccc(F)c4)c3=O)[C@H]1N2Cc1ccccc1F
 : -8	1	0.2	0	-28	10	·	·
- CCS(=O)(=O)c1ccc(Sc2nncn2C)c([N+](=O)[O-])c1
 : 1	-11	0.5	3	-5	14	·	·
- CCc1cccc(C)c1NC(=O)CCCSc1nc2ccccc2s1
 : ·	·	0.0	·	·	5	2	7
- O=C(Nc1ccccc1F)N[C@H]1CC[C@@H](CCNS(=O)(=O)c2ccc(F)cc2)O[C@@H]1CO
 : 0	1	0.7	2	-5	13	-3	4

Complete entries, looked up by structure. Order of screens: SIRT5 inh, PGC1a acetyl inh, XiGFP reactiv, ERAP1 inh, S100A4 inh HTS, LGR2 antag, Cneo AK release, C2C12 statin
Record of O=C(CC1C(=O)NCCN1Cc1ccccc1)NC1CCCCCC1 (configuration not stated) : -4, -2, 0.2, 1, -1, -22, 0, 1
Record of CC1=C(O)C(=O)C(C2=C(O)C(=O)C(C)=C(O)C2=O)=C(O)C1=O : 8, 7, ·, 2, 0, 12, -4, 7

Remaining list, next part
Results follow in this order: SIRT5 inh	PGC1a acetyl inh	XiGFP reactiv	ERAP1 inh	S100A4 inh HTS	LGR2 antag	Cneo AK release	C2C12 statin
- COc1c(OC)c(O)c2c(=O)c(O)c(-c3ccccc3)oc2c1OC
 : ·	-4	·	·	4	·	-1	0
- Cn1c2ccccc2c2n[nH]c(=S)nc21
 : -4	4	0.0	2	-3	·	1	-2
- CCOc1ccc(/C=C\C(C)=N\O)cc1
 : 6	6	·	0	-2	-50	-6	18
- CN1[C@@H]2Cn3c(ccc(C4=CCCCC4)c3=O)[C@H]1[C@@H](C(=O)NCc1cccc(F)c1)[C@@H]2CO
 : -13	·	0.6	-2	-2	0	45	20
- C[C@H](CO)N1C[C@H](C)[C@@H](CN(C)C(=O)Nc2cccc3ccccc23)Oc2ccc(NC(=O)NC3CCCCC3)cc2CC1=O
 : -4	7	-1.1	-1	3	8	3	-78
- Cc1cc(-c2ccc(C)c(S(=O)(=O)NCCCN3CCN(c4ccccc4)CC3)c2)on1
 : -7	-3	0.2	1	-18	-5	5	-12
- CNC[C@@H]1Oc2cc(-c3cccc(C(=O)N(C)C)c3)ccc2S(=O)(=O)N([C@H](C)CO)C[C@H]1C
 : -3	18	-1.1	-2	-6	-2	5	-16
- COc1ccc(NC(=O)c2cccc(S(=O)(=O)N3CCCCCC3)c2)cc1
 : -4	5	0.1	3	-3	7	3	-16
- COc1cccc(NC(=O)CCSc2ccc(C)cc2)c1
 : ·	4	0.8	·	·	13	3	1
- COc1ccc(Cl)cc1NC(=O)CNC(c1ccccc1)c1ccccc1
 : 0	·	·	0	-6	7	-8	17
- CC(OC(=O)C1CCN(S(=O)(=O)c2ccc(F)cc2)CC1)C(=O)NC1CCCCC1C (configuration not stated)
 : -6	·	0.4	0	0	-4	·	11
- CC(OC(=O)c1cccc(S(=O)(=O)N2CCOCC2)c1)C(=O)NCC1CCCCC1 (configuration not stated)
 : 3	1	0.1	-7	-2	-15	0	-7
- NC(Cc1c[nH]c2ccccc12)C(=O)NCc1ccco1 (configuration not stated)
 : -3	-3	0.1	3	-6	-18	·	·
- O=C1CCC([N+](=O)[O-])C(c2ccc(F)c(Br)c2)N1 (configuration not stated)
 : -6	2	0.0	2	-2	-8	0	-7
- CCCn1c(SCC(=O)Nc2cc(S(=O)(=O)N3CCOCC3)ccc2Cl)n[nH]c1=O
 : -2	4	0.0	1	0	5	8	17
- CCCn1c(SCC(=O)Nc2ccc(F)c(Cl)c2)nc(O)cc1=O
 : 1	-2	-0.1	0	1	2	0	4
- CC(C)n1nnnc1SCC(=O)N(C)C1CCS(=O)(=O)C1 (configuration not stated)
 : -1	14	0.4	-3	0	15	1	-5
- Fc1ccc(-c2csc3nnc(SCc4cccnc4)n23)cc1
 : -3	-28	·	-5	2	-27	5	7
- COCC(=O)Nc1ccc2c(c1)OC[C@@H](C)N(Cc1cncnc1)C[C@@H](C)[C@@H](OC)CN(C)C2=O
 : ·	-4	0.3	·	·	-1	·	-6
- C[C@@H]1CN([C@@H](C)CO)C(=O)Cc2cc(NS(=O)(=O)c3cn(C)cn3)ccc2O[C@@H]1CN(C)Cc1ccncc1
 : -5	3	-1.2	-8	2	-15	1	6
- C[C@@H]1CN([C@H](C)CO)C(=O)c2cccc(NS(C)(=O)=O)c2O[C@@H]1CN(C)Cc1ccccc1
 : 6	1	-1.2	6	-54	-13	-6	8
- COC(=O)c1sccc1NC(=S)N1CCC(C(N)=O)CC1
 : 0	0	-0.1	·	1	-1	·	1
- CCOC(=O)CSC(CC)C(=O)Nc1nnc(CC)s1 (configuration not stated)
 : 8	-6	0.2	4	2	8	-2	-5
- Cc1ccc(N2C(=O)CC(c3c[nH]c4ccccc34)C2=O)cc1 (configuration not stated)
 : ·	-11	0.0	0	58	-31	·	·
- CCOC(=O)c1c(NC(=O)CSc2nnc(C)c(=O)[nH]2)sc(C)c1-c1ccc(C)cc1
 : ·	0	0.0	-1	-1	-4	·	-22
- Cc1ccc(N(CC(=O)NN=C2CCN(C)CC2)S(=O)(=O)c2ccc(C)cc2)cc1
 : 2	-4	0.0	2	2	-4	4	-2
- C[C@H](NC(=O)C[C@@H]1C[C@@H]2c3cc(NC(=O)NC4CCCC4)ccc3O[C@@H]2[C@@H](CO)O1)c1ccccc1
 : -2	-6	0.1	-2	-5	1	1	-6
- CCS(=O)(=O)c1ccc2c(c1)N(S(C)(=O)=O)CC(C(=O)NN)O2 (configuration not stated)
 : -5	2	0.0	-2	1	12	·	-10
- O=C(C[C@@H]1CC[C@H]2[C@@H](COC[C@@H](O)CN2C(=O)Nc2ccc(Cl)c(Cl)c2)O1)NC1CCC1
 : 3	8	0.2	0	-3	-4	-1	5
- CCc1ccc(N2CC(C(=O)NNC(=O)c3ccc(F)cc3)CC2=O)cc1 (configuration not stated)
 : -3	7	0.0	-2	30	12	0	-5
- CCCCN1C(=O)C(C(=O)OCc2ccccc2)CC2=C1CCCC2=O (configuration not stated)
 : -4	2	·	-8	0	-3	0	9
- CC(C)CC#Cc1ccc2c(c1)O[C@H](CN(C)C(=O)NC(C)C)[C@H](C)CN([C@H](C)CO)S2(=O)=O
 : 9	2	-2.0	0	-4	11	4	-12
- COc1cccc(/C=N/NC(=O)c2c(C)nc3ccc(Br)cn23)c1
 : 14	-2	0.0	·	-1	-1	2	-1
- COc1ccc(CNS(=O)(=O)c2ccc3c(c2)N(C(C)=O)CC(C)S3)cc1 (configuration not stated)
 : -3	22	0.1	-3	-6	9	-2	-5
- CCCNC(=O)N1CC2(C1)[C@@H](c1ccccc1)[C@@H](CO)N2C(=O)C1CCC1
 : 3	-14	0.0	3	-14	3	·	·
- CN(c1ccccc1)S(=O)(=O)c1ccc(C(=O)N2CCCC(C(F)(F)F)C2)cc1 (configuration not stated)
 : -13	·	0.1	-1	1	-10	-14	-3
- Cc1cc(NC(=O)CN2CCc3ccccc3C2)nc2c1c(=O)oc1ccccc12
 : 2	-9	0.0	-1	-9	·	0	0
